Source: PubChem BioAssay
KB-V1 cytotox: kills drug-selected multidrug resistant KB-V1 cells; KB-V1 MDR cells viability, CellTiter-Glo, 72 h; 3.4% of 400,000 active; Potency, µM (highest dose often 46.1 µM), without a hit: at the highest dose activity change, negative = cytotoxicity, usual class: cytotoxic; AID 1347076; further: potency means the concentration at half of the fitted maximal effect; on the % scale 0 is the no-effect control and ±100 the full control effect; nearly all actives have a fitted effect of over 60% in size
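Drug-selected KB-V1 cells, grown in DMEM lacking phenol red with 10% FBS, receive compound titrations; after three days at 37 degrees C, surviving cell ATP is quantified by CellTiter-Glo luminescence and responses normalized and curve-fitted.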
HT1080-NT tox: kills 2HG-producing HT-1080-NT fibrosarcoma cells; HT-1080-NT fibrosarcoma viability, CellTiter-Glo ATP luminescence, 48 h; Potency, µM (titrated, usually from 46.1 µM), for inactives: at the top dose activity, negative = less viability, usual class: cytotoxic; 1.6% of 360,000 active; AID 686970;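 further: NT is the 2HG producing partner of a matched IDH1 knockdown line; potency means the concentration at half of the fitted maximal effect; 0% = DMSO-treated cells and -100% = media-only wells without cells; nearly all actives have a fitted effect of over 55% in size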
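750 cells/well, RPMI + 5% FBS; 2 h settle, compound pin-transfer, 48 h at 37 degrees C. CellTiter-Glo 10 min RT, luminescence. Normalized to DMSO and media-only wells.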
HEK293 tox: cytotoxicity in counter-screen for GLP-1R inverse agonists; HEK293 cAMP-luciferase reporter cells, luminescence, 24 h; Potency, µM (doses to about 38.3 µM), inactives show top-dose activity change, negative = inhibition, most hits filed as inhibitors; 0.13% of 410,000 active; AID 624418;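 further: loss of luciferase light is scored as toxicity; potency means the concentration at half of the fitted maximal effect; on the % scale 0 is the no-effect control and ±100 the full control effect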
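Compound-treated cells are incubated 24 hr at 37 deg C under 5% CO2 after a 12 hour attachment period, then luciferase detection reagent is added and luminescence is measured following 12 min at room temperature; lowered signal indicates toxicity.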
D3 ag: D3 dopamine receptor (human) agonism; P35462; D3R DiscoveRx beta-arrestin cells, luminescence, 90 min; max activation, %; 0.58% of 410,000 active; AID 652048; in the data active means max activation above about 30%; further: 0% is about no effect; mostly tested at two doses, the higher about 12 µM
Target sequence (P35462 whole entry, looked up): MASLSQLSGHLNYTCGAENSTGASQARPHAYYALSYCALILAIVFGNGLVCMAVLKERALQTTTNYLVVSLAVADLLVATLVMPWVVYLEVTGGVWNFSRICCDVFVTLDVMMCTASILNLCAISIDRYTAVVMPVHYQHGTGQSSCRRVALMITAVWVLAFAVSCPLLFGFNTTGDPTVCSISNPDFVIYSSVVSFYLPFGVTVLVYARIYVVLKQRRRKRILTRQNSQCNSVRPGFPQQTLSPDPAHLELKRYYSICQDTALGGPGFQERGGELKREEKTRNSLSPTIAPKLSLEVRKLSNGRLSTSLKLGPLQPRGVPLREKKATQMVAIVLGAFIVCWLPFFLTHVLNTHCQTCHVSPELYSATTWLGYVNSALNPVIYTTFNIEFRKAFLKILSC
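Cells at 1500/well, incubated overnight, then treated with pinned compounds (dopamine as control) for 90 min at 37 degrees C. DiscoveRx reagent added for 30 - 60 minutes at room temperature; luminescence read.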
KB-3-1 cytotox: kills parental KB-3-1 adenocarcinoma cells; KB-3-1 viability, CellTiter-Glo ATP luminescence, 72 h; AID 1347075; 1.4% of 400,000 active; Potency, µM (top dose mostly 46.1 µM), for inactives: at the top dose activity change, negative = cytotoxic, actives largely listed as cytotoxic; further: potency means the concentration at half of the fitted maximal effect; on the % scale 0 is the no-effect control and ±100 the full control effect; nearly all actives have a fitted effect of over 60% in size
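KB-3-1 parental drug-naive adenocarcinoma cells in DMEM/10% FBS, incubated 72 h at 37 C with pin-transferred compounds across a concentration series. Viability by CellTiter-Glo luminescence; concentration-response curves fitted after normalization.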
SW480 rereplic: inducers of DNA re-replication in SW480 colon cancer cells. Potency, µM (doses to about 46.1 µM), for inactives: top-dose re-replication activation, usual class: activators. SW480 DNA re-replication, Hoechst DNA content imaging, 48 h. 1.8% of 340,000 active; further: potency means the concentration at half of the fitted maximal effect; % of control where 0% means no effect; nearly all actives have a fitted effect of over 55% in size
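Hoechst fluorescence of nuclei (405 nm excitation, 500-530 nm emission) measured by plate-scanning imager after 48 hr compound exposure at 37 C; re-replication scored as increased number of nuclei with elevated intensity.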
MCF10A rereplic: induces DNA re-replication in MCF 10a normal breast cells | MCF 10A DNA re-replication, Hoechst nuclear intensity, 48 h | Potency, µM (highest dose often 46.1 µM), for the others: at the top dose activity, positive = re-replication, most hits filed as activators | 2.9% of 350,000 active | AID 624296; further: potency means the concentration at half of the fitted maximal effect; % of control where 0% means no effect; nearly all actives have a fitted effect of over 50% in size
HT1080 IDH1KD tx: toxicity to HT-1080 IDH1 knockdown cells (counter line); HT-1080 IDH1 knockdown viability, ATP luminescence, 48 h; Potency, µM (series often up to 46.1 µM), without a hit: at the top dose activity, negative = toxicity, most hits filed as cytotoxic; 2% of 360,000 active; AID 686971;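 further: potency means the concentration at half of the fitted maximal effect; 0% = DMSO wells and -100% = cell-free medium wells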
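% activity derives from luminescence (CellTiter-Glo), normalised to DMSO and no-cell wells. HT-1080-IDH1KD cells, 750/well, had 48 h compound exposure at 37 °C.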
IL-1B inflam inh: inhibitors of inflammasome signaling (IL-1 beta secretion); THP-1 LPS/ATP IL-1B secretion, AlphaLISA, 16 h; stronger effect = lower value; activity change, % at 57.5 µM; 4.7% of 360,000 active; AID 743279; in the data active means activity change below about -50%; inconclusive means mostly about -30% to -49%; further: on the % scale 0 is the no-effect control and ±100 the full control effect
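Secreted IL-1B measured by AlphaLISA bead assay after 16 h compound exposure of THP-1 cells; compounds (final up to 57.5 uM) added 1 h before LPS (250 ng/mL) and ATP (1.25 mM) stimulation; lower signal means less secretion.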
Numbers without * were called inactive; u = inconclusive; x = not tested or not shown; [ ] = another dose, or the depositor's remark. Unless noted, the call rests on the fitted dose curve; in most records, active means well fitted curve in the direction sought with a large enough effect; inconclusive means small, poorly fitted or top-dose-only effect, or another doubt; inactive means no such curve, though single readings can be large; an effect the other way counts as inactive or inconclusive.

Preview (3 entries):
SMILES	KB-V1 cytotox	HT1080-NT tox	HEK293 tox	D3 ag	KB-3-1 cytotox	SW480 rereplic	MCF10A rereplic	HT1080 IDH1KD tx	IL-1B inflam inh
COc1ccc(C2OCC3(CO2)SC(N)=NC3=O)cc1 (configuration not stated)	-8%	0%	11%	12	5%	1%	-5%	-6%	11
CCOc1cc(S(=O)(=O)Nc2ccc(CC)cc2)ccc1Cl	15µM*	u	-28%	2	u	2%	u	u	-4
COc1ccc(C(C(=O)NCC2CCCO2)N(C(=O)CNC(=O)c2cccs2)c2ccccc2C)cc1OC (configuration not stated)	-15%	-18%	-2%	6	3%	-10%	-13%	2%	-7

The listing, from the start:
SMILES	KB-V1 cytotox	HT1080-NT tox	HEK293 tox	D3 ag	KB-3-1 cytotox	SW480 rereplic	MCF10A rereplic	HT1080 IDH1KD tx	IL-1B inflam inh
COc1ccc(C2OCC3(CO2)SC(N)=NC3=O)cc1 (configuration not stated)	-8%	0%	11%	12	5%	1%	-5%	-6%	11
CCOc1cc(S(=O)(=O)Nc2ccc(CC)cc2)ccc1Cl	15µM*	u	-28%	2	u	2%	u	u	-4
COc1ccc(C(C(=O)NCC2CCCO2)N(C(=O)CNC(=O)c2cccs2)c2ccccc2C)cc1OC (configuration not stated)	-15%	-18%	-2%	6	3%	-10%	-13%	2%	-7
CC(C)N(CCNC(=O)C1CCCN(c2ncnc3c2nc2n3CCCCC2)C1)Cc1ccccc1 (configuration not stated)	1%	-22%	-5%	-16	u	-5%	u	-12%	-5
O=C(CSc1nc(-c2ccc(F)cc2)cs1)NCCN1C(=O)CSC1=O	u	-6%	-4%	2	-9%	0%	2%	-12%	-2
Cc1ccccc1Cn1c(C(C)O)nc2ccccc21 (configuration not stated)	0%	-1%	2%	3	1%	2%	-1%	-2%	2
O=C(Nc1ccc(OCC(=O)N2CCN(S(=O)(=O)c3ccccc3)CC2)cc1)c1ccco1	0%	7%	-3%	12	-6%	3%	1%	18%	u
O=c1ccc2cc(S(=O)(=O)Nc3ccc(F)c(Cl)c3)ccc2[nH]1	6%	x	5%	1	18%	x	x	x	x
CC1CCc2nc(NC(=O)C3COc4ccccc4O3)sc2C1 (configuration not stated)	-1%	-17%	-13%	0	-21%	-7%	3%	4%	-18
CCn1c(SCC(=O)c2cccs2)nnc1-c1ccco1	1%	1%	-8%	1	1%	-7%	1%	0%	0
COc1cccc(NC(=O)CNC(=O)Cn2c(C)cc3ccccc3c2=O)c1	-7%	x	-9%	8	0%	x	x	x	x
Cc1cccc(N2CCN(Cc3cn(C)nc3-c3ccccc3F)CC2)n1	u	u	-21%	-11	5.8µM*	3.3µM*	7.3µM*	1.8µM*	0
O=C(COc1ccccc1Cl)NCc1nc(-c2ccccc2)no1	u	-1%	-7%	0	14%	-10%	7%	-5%	47
CC(=O)c1cccc(NS(=O)(=O)c2ccc3[nH]c4c(c3c2)CCCCCC4)c1	u	x	-22%	5	-16%	x	x	x	x
COc1ccc(N(C)S(=O)(=O)c2ccc3c(c2)NC(=O)CO3)c(OC)c1	-12%	0%	-2%	-14	-14%	-32%	2%	-10%	-7
Cc1cc(C(=O)N/N=C2\CCCc3ccccc32)c(C)o1	u	8%	5%	7	27%	-12%	u	11%	0
Cc1ccc(S(=O)(=O)NC(C)C(=O)NC2CC2)cc1 (configuration not stated)	11%	1%	-14%	2	9%	-6%	-24%	1%	-2
COc1cc(OC)cc(C(=O)NCC(=O)OCC(=O)N2c3ccccc3NC(=O)C2(C)C)c1	-7%	17%	-6%	-10	1%	0%	-2%	-3%	-12
Cc1nn(CC(=O)NC2CCC(C)CC2)c(=O)c(C#N)c1C (configuration not stated)	0%	9%	-4%	-4	0%	-38%	-24%	3%	16
Cc1cn2c(=O)c(S(=O)(=O)NCCc3ccc(Cl)cc3)c(C)nc2s1	14%	x	-3%	9	5%	x	x	x	x
CCN1CCN(CC(=O)NC2CCCC2)C(=O)C1=O	-5%	-1%	4%	-7	15%	-11%	0%	8%	-19
COc1ccc(-n2nnnc2-c2ccccc2)cc1	9.2µM*	5.6µM*	u	-7	6.5µM*	-5%	2%	u	39
COc1ccc(O)c(/C=C2/SC(=S)N(Cc3ccccc3)C2=O)c1	u	0%	3%	5	u	15%	13µM*	1%	5
CC(=O)Nc1ccc(S(=O)(=O)N2CCN(c3ccc([N+](=O)[O-])c(NCCN4CCOCC4)c3)CC2)cc1	-15%	-11%	-6%	-8	-10%	-24%	u	4%	0
Cc1cccn2c(=O)c(C=Nc3ccccc3)c(NCc3ccco3)nc12	-14%	-16%	-3%	1	-9%	0%	1%	5%	u
C=CCOC(=O)C1=C(C)NC2(O)c3ccccc3C(=O)C12O (configuration not stated)	20%	2%	-1%	-7	10%	1%	6%	15%	11
O[C@H]1c2ccccc2[C@H](Cc2cncs2)[C@@H]1Br	1%	-1%	0%	14	0%	-34%[inhibitor]	1%	8%	14
COc1ccc(S(=O)(=O)Nc2ccc3c(c2)C(=O)N([C@H](C)CO)C[C@H](C)[C@@H](CN(C)C(=O)Nc2ccc(C(F)(F)F)cc2)O3)cc1	1%	-21%	-29%	1	-12%	-1%	-9%	-5%	-6
CN(CC(=O)Nc1ccccc1C(F)(F)F)C(=O)CSc1nnc(N)s1	0%	12%	2%	8	0%	-8%	-38%[inhibitor]	10%	3
CC(C)(C)Nc1nc(C(N)=O)nc(N2CCOCC2)n1	u	-6%	4%	-9	u	-24%	7%	-8%	-9
CS(=O)(=O)N(CCc1ccccc1)CC(=O)NCc1cccnc1	-10%	11%	3%	-3	-6%	-12%	4%	4%	-3
COc1cc(C(=O)N=c2sc3c(C)ccc(OC)c3n2C)cc(OC)c1OC	0%	11%	3%	8	u	-4%	14%	0%	43
Cc1nn(S(=O)(=O)N2CCOCC2)c(C)c1Br	21%	3%	2%	2	4%	-5%	-10%	0%	19
Cc1ccc2nc(NC(=O)c3cc(=O)c4cc(Cl)ccc4o3)sc2c1	13%	x	1%	2	9%	x	x	x	x
Cc1ccc(S(=O)(=O)N(C)/N=C/c2ccc(C(=O)O)cc2)cc1	9%	2%	2%	-2	0%	-1%	-1%	1%	0
CCCCCN(C(=O)CCC(=O)OCC(=O)N(C)Cc1ccc(C)cc1)c1c(N)n(CCCC)c(=O)[nH]c1=O	u	14%	-4%	3	-2%	-7%	-5%	23%	-11
N=C1C(c2nc3ccccc3[nH]2)=C(O)CN1NC(=O)c1c[nH]c2ccccc12	12%	-4%	6%	3	-2%	-17%	-5%	5%	28
O=C(NCC1OCCCN1S(=O)(=O)c1cc(F)ccc1F)C(=O)NC1CCCC1 (configuration not stated)	-9%	3%	5%	2	6%	0%	0%	17%	0
CCC(C)C(=O)Nc1cc([N+](=O)[O-])ccc1Cl (configuration not stated)	17%	7%	6%	0	5%	0%	0%	7%	5
COc1cc(Cl)c(C)cc1NC(=O)Cn1cc(S(=O)(=O)N2CCN(c3ccccc3F)CC2)c2ccccc2c1=O	-14%	x	10%	11	6%	x	x	x	x
CCCCn1c(=O)[nH]c(=O)c2c1nc(-c1ccccc1F)n2Cc1ccccc1OC	u	-4%	7%	8	u	7%	19%	-7%	8
Cc1ccc(-c2noc(C3CCCN(S(=O)(=O)c4ccc(S(=O)(=O)N(C)C)cc4)C3)n2)o1 (configuration not stated)	u	3%	11%	1	-2%	2%	13%	8%	-5
CN1CCN(C(=O)c2ccc(CN3CCOCC3)cc2)CC1	-2%	12%	-1%	-1	6%	-2%	13%	10%	-8
Cc1cc(S(=O)(=O)Nc2ncnc3sccc23)ccc1F	2%	2%	5%	-5	-3%	x	x	-1%	13
O=S(=O)(c1ccc(Cl)cc1)c1ccccn1	-18%	-2%	24%	3	0%	-3%	25%	7%	-9
CCOC(=O)N1CCN(C(=O)c2ccccc2NC(=O)c2ccccc2Cl)CC1	-13%	3%	4%	9	-2%	5%	-3%	-14%	-14
O=C(O)C1CCCCC1C(=O)NCc1ccc(Cl)c(Cl)c1 (configuration not stated)	1%	2%	-18%	-1	-1%	-49%[inhibitor]	11%	0%	7
Cc1ccc(S(=O)(=O)N2CCN(C(=O)CSC(=S)N3CCCC3)CC2)c(C)c1	u	-7%	u	-11	-3%	0%	0%	0%	6
CCn1nnnc1-c1ccc(OC)c(S(=O)(=O)Nc2ccc(S(N)(=O)=O)cc2)c1	1%	0%	-3%	0	12%	3%	12%[9.22 µM]	0%	21
Cc1ccc(CSC2=NCCN2S(=O)(=O)c2ccc(C)cc2)cc1	-6%	-13%	1%	0	-5%	x	x	-7%	10
CC1(C2CC2)NC(=O)N(CC(=O)NCC(=O)Nc2ccc(F)c(F)c2F)C1=O (configuration not stated)	8%	0%	5%	-3	-1%	-4%	-1%	0%	-16
Cc1ccc(C)n1NC(=O)c1cccc(Cl)c1	3%	-9%	4%	-15	-4%	6%	2%	-2%	-17
CCNC(=O)CN(c1ccccc1OC)S(=O)(=O)c1cccs1	8%	1%	8%	2	u	-14%	19%	1%	12
COc1cc(NC(=S)NN2CCN(C)CC2)cc(OC)c1	-15%	8%	-21%	6	17%	-4%[9.22 µM]	u	0%	14
Cc1coc2cc3oc(=O)c(CCC(=O)N[C@@H](CCCNC(N)=O)C(=O)O)c(C)c3cc12	-9%	13%	6%	-3	3%	-2%	-6%	-2%	14
CCCc1ccc(-c2ccc(/C=C/C(=O)O)cc2)nc1	u	6%	0%	5	-1%	0%	12%	7%	37
CC12CCC(C(S(=O)(=O)Nc3ccccc3)C1=O)C2(C)C (configuration not stated)	0%	3%	-4%	11	0%	-2%	8%	3%	11
